ERp5 inh: inhibitors of human ERp5; Q15084; ERp5 insulin aggregation, absorbance 650 nm, 90 min; inhibition, % at 9.99 µM; hit rate 0.05% among 350,000; AID 651711;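 active = mean replicate inhibition above about 25%, with every replicate also reaching it, limit read from the data, passing the limit was not always enough; inconclusive = only one of those two criteria met; inactive = neither criterion met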
Target sequence (Q15084 whole entry, looked up): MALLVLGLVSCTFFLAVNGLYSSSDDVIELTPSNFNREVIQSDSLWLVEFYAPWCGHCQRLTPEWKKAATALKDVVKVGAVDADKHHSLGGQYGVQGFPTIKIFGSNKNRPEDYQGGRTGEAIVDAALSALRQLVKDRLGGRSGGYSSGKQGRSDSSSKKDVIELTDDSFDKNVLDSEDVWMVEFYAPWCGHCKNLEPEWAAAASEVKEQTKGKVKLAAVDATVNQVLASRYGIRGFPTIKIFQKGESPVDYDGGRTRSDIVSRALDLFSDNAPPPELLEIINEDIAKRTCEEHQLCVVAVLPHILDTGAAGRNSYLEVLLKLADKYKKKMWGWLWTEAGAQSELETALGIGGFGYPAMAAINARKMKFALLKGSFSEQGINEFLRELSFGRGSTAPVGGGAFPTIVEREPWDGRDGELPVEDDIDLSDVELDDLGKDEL
miR-122 sensor: blocks miR-122 activity in Huh7 sensor cells | Huh7 miR-122 Renilla luciferase sensor, 48 h; neutral wells = 0, positive control = 100 | activation (reporter increase), % at 12.5 µM | hit rate 0.3% among 340,000 | AID 602342;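 active = mean replicate activation score at least 90 and every replicate individually at or above 90; inconclusive = only one of the two criteria met; inactive = neither criterion met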;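 note: higher luciferase means less miR-122 activity so hits act as miR-122 inhibitors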
ARNT-TACC3 inh: disrupts binding between human ARNT and TACC3; AID 623870; inhibition, % at 9.99 µM; hit rate 0.66% among 390,000; AlphaScreen His-ARNT PAS-B/GST-TACC3 binding, luminescence; TACC3 fragment carries E629A point mutation;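 active = mean inhibition of replicates at least 50% and at least half of replicates each reaching 50%; inconclusive = half or more replicates reach 50% but mean below 50%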;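 note: 0% = complete ARNT plus TACC3 wells and 100% = ARNT alone without TACC3; many hits fall short of the cut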
Statin myotox sup: suppressors of simvastatin-induced myotoxicity in C2C12 myotubes; hit rate 0.78% among 330,000; AID 602340; rescue of ATP level, % at 7.49 µM; ATP luminescence, 48 h; scaled: DMSO 0, geranylgeraniol control 100;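 active = mean ATP rescue above about 67%, or every replicate alone reaching that limit, limit read from the data, passing the limit was not always enough; inconclusive = no clear call, values can overlap the other calls; inactive = mean under the limit and some replicate under it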;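 note: myotubes were challenged with 10 µM simvastatin during compound exposure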
Cneo AK release: causes C. neoformans cell lysis. adenylate kinase release luminescence, 4 h; normalised: neutral wells 0, clomiphene wells 100. lysis activity, % at 15 µM. hit rate 0.2% among 360,000;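 active = mean lysis activity across replicates of at least 80%, whatever share of replicates individually reach that level; inactive = mean lysis activity below 80%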
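Assay system: C. neoformans cells. Amount: yeast cell density of 5 × 10^6 cells/mL. Technique: AK luminescence. Buffer or medium: YPD. Times: static 4 h at 37 °C with compound, 1 h detection. Dosing: single-point compound dose. Read-out: lysis from increased AK signal.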
SIRT5 inh: inhibitors of human sirtuin-5 desuccinylase; inhibition, % at 15 µM; AID 652115; hit rate 1.1% among 330,000; Q9NXA8; Purified SirT5, succinyl-peptide AMC, trypsin-coupled fluorescence; in the data active = inhibition above about 15%; inconclusive = no clear call, values can overlap the other calls
Target sequence (Q9NXA8 whole entry, looked up): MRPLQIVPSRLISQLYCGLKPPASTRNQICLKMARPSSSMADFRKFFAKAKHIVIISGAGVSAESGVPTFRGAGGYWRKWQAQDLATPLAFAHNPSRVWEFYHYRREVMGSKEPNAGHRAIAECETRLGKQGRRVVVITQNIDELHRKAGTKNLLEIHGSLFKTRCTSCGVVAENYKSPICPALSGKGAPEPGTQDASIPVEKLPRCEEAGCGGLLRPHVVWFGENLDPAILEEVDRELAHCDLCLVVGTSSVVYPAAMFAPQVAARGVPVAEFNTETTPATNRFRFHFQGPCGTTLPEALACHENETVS
esBAF inh: blocks esBAF chromatin remodeling in mouse ES cells. Bmi1-luciferase knock-in reporter, 24 h; 100% = twice the neutral-well signal. reporter increase, % at 12.5 µM. hit rate 2% among 350,000. AID 602393; in the data active = activation above about 40%; inconclusive = no clear call, values can overlap the other calls;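 note: 0% = median of the plate's neutral control wells and 100% = double that signal; a rise in the Bmi1 reporter signal indicates esBAF inhibition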
Starred values were filed as active, the others as inactive; i = inactive; ? = inconclusive; · = no result given; & = joins results of further samples; [ ] = dose if it differs, or a comment.

SMILES	ERp5 inh	miR-122 sensor	ARNT-TACC3 inh	Statin myotox sup	Cneo AK release	SIRT5 inh	esBAF inh
CCOc1ccc(N(CC(=O)Nc2ccc(OC)cc2)S(=O)(=O)c2c(C)[nH]c(=O)[nH]c2=O)cc1	4	-8	5	·	·	-6	·
[N-]=[N+]=Nc1ccccc1C[C@]1(C(=O)N2CCOCC2)N=C(c2ccc(OCCCO)cc2)O[C@H]1c1ccccc1	2	·	5	·	-11	0	·
O=[N+]([O-])c1ccc2c(c1)OCCOCCOCCOCCOCCOCCO2	1	·	-3	·	·	-2	·
COc1ccc(CNC(=O)Cn2nnc(-c3ccc(NC(=O)C4CCCCC4)cc3)n2)cc1	1	·	2	·	·	-4	·
O=C(Cn1ncc2c3ccccc3n(Cc3ccccc3F)c2c1=O)NCC1CCCO1 (stereo not drawn)	-3	4	-8	-4	1	0	6
CCOC(=O)c1ccc(NC(=O)C2CCCO2)cc1 (stereo not drawn)	·	-1	-5	1	-1	·	?
C[C@@H]1COC(=O)[C@@H](CC(=O)OC(C)(C)C)C/C=C\C[C@@H](CC(=O)NCCO)C(=O)N1	-6	·	4	13	-1	4	-4
O=C(NC1CCCC1)C(c1cccnc1)N(Cc1ccccc1F)C(=O)c1csnn1 (stereo not drawn)	3	·	-3	1	0	-2	-6
Cc1noc(C)c1S(=O)(=O)N(C)C[C@H]1OCCCC[C@@H](C)Oc2ccc(NC(=O)Cc3ccccc3)cc2C(=O)N([C@@H](C)CO)C[C@@H]1C	-5	-6[16.7 µM]	7	·	-4	2	3
CCn1nnc(NC(=O)COc2ccc(C3CCCCC3)cc2)n1	5	-16	-11	1	1	2	-3
CC(=O)Nc1sc(N)nc1-c1ccccc1	11	-7	-1	·	0	·	3
CCc1nc2c(OCc3cc(Cl)cc(Cl)c3)cccn2c1N(C=O)Cc1ccc(OC)cc1	-4	-7	·	-7	8	-2	-5
O=C(O)C(Sc1ccncn1)c1ccccc1 (stereo not drawn)	-2	·	-16	·	·	-3	·
O=S(=O)(NC1=NCCC1)c1cccc(NS(=O)(=O)c2ccc(OC(F)(F)F)cc2)c1	·	27	-2	·	1	·	·
CC(=O)c1cccc(NC(=O)c2ccc(N(Cc3ccccc3)S(C)(=O)=O)cc2)c1	-2	1	-7	2	-1	-6	-6
O=C(O)COc1c(-c2ccc(Cl)cc2)oc2ccccc2c1=O	-4	·	-2	·	·	2	·
Cc1nc(NC(=O)CC(C)C)sc1-c1csc(Nc2ccc(Cl)cc2Cl)n1	-4	17	-10	3	0	·	-1
CS(=O)(=O)N1[C@@H]2c3cccc(=O)n3C[C@H]1[C@H](CO)[C@H]2C(=O)NCc1ccccc1	5	·	-4	-1	49	-13	6
CCCS(=O)(=O)N1CCN(C2CCC(C)CC2)CC1 (stereo not drawn)	-2	·	-5	-8	0	-3	-7
COC(=O)c1cc(=O)n(Cc2ccc3c(c2)OCO3)c(=Nc2ccccc2)s1	-2	0	0	-9	-1	3	0
Fc1ccc(OCc2nn3cnnc3s2)cc1	·	-11	-6	3	0	·	-4
Cc1ccc(Nc2cc(C)c3ccc(O)cc3n2)cc1C	3	-6	-1	-11	-1	-2	27
Nc1cc(=O)nc(SCC(=O)N2CCN(c3ccccc3)CC2)n1-c1ccccc1	3	·	5	-3	2	0	2
CSCCC(NC(=O)COc1ccccc1)C(=O)N1CCOCC1 (stereo not drawn)	-15	·	·	23	·	-4	-2
Cc1ccc(/C=N/N2CCN(Cc3cccc4ccccc34)CC2)s1	5	·	-4	·	·	1	·

Shown with two lines to a compound: part of the list above
Values run as follows: ERp5 inh	miR-122 sensor	ARNT-TACC3 inh	Statin myotox sup	Cneo AK release	SIRT5 inh	esBAF inh
CC(=O)Nc1sc(N)nc1-c1ccccc1
→ 11	-7	-1	·	0	·	3
Cc1ccc(/C=N/N2CCN(Cc3cccc4ccccc34)CC2)s1
→ 5	·	-4	·	·	1	·

Additional entries:
SMILES	ERp5 inh	miR-122 sensor	ARNT-TACC3 inh	Statin myotox sup	Cneo AK release	SIRT5 inh	esBAF inh
Cc1ccc(C(=O)Oc2cccc(NC(=O)c3cccs3)c2)cc1S(=O)(=O)N1CCOCC1	·	-2	-4	9	-3	·	-4
Cc1ccccc1C(=O)N1CCC(C(=O)Nc2ccc(S(=O)(=O)N3CCCCC3)cc2)CC1	4	-7	-2	-4	1	4	3
COc1ccc(OC)c(NC(=O)c2ccc(CN3CCc4ccccc4C3)cc2)c1	5	2	3	-1	-3	-6	-3
COc1cccc(/C=N/Nc2nc(-c3cccnc3)nc3ccccc23)c1	1	·	-5	·	·	-2	·
CO[C@H]1CN(C)C(=O)c2ccc(NC(=O)c3cnccn3)cc2OC[C@@H](C)N(C(C)=O)C[C@@H]1C	1	-1[16.7 µM]	32	1	7	-17	2
COc1ccc(OC2(C)CCN(Cc3ccc(-c4ccccc4)o3)C2)cc1 (stereo not drawn)	2	-6	·	1	-1	·	-5
Cc1cccc(-n2ncc3c(NCCCN4CCCC4=O)ncnc32)c1	·	3	4	·	-4	·	·
COc1cc(NC(=S)NC(=O)c2ccccc2C)ccc1NC(=O)c1cccs1	·	-8	0	-25	6	·	5
COC[C@@]12C[C@H]3C(=O)N(Cc4ccccc4)C(=O)[C@H]3[C@@H](CO1)/C2=C\c1ccccc1	5	·	·	·	-1	-2	·
CCOc1ccc(NC(=O)CN(C)C(=O)COc2cccc3c2OC(C)(C)C3)cc1OCC	4	-1	·	9	-1	1	1
CNC[C@@H]1OCCCC[C@@H](C)Oc2ccc(NS(=O)(=O)c3ccc(OC)cc3)cc2C(=O)N([C@H](C)CO)C[C@H]1C	-1	-3[16.7 µM]	1	-8	5	-4	10
Cc1[nH]n(-c2ccccc2)c(=O)c1N=Nc1ccc2c(c1)OCCO2	7	·	8	·	·	-6	·
CNCCCC12CCC(c3ccccc31)c1ccccc12	1&0&-5	-4&-4&-4	i	-12&-7&-4	0&5&-1	-3&-5&-4	-5&-4&-9
CCC(=O)N(C)C[C@@H]1Oc2cc(Br)ccc2S(=O)(=O)N([C@H](C)CO)C[C@H]1C	-2	0[16.7 µM]	4	3	7	-4	-4
CCOc1cccc(NC(=O)C2CCCN(S(=O)(=O)c3ccc(OC)cc3)C2)c1 (stereo not drawn)	·	-2	-1	-9	3	·	1
C[C@@H]1CN([C@H](C)CO)C(=O)c2cccc(NC(=O)c3cnccn3)c2O[C@@H]1CN(C)C	13	3[16.7 µM]	-2	0	-2	-3	3
COc1ccc(OC)c(S(=O)(=O)Nc2ccc3c(c2)C(=O)OC3)c1	-3	85	0	·	-1	-7	·
CCC(C)c1ccc(Nc2ncccc2C#N)cc1 (stereo not drawn)	·	·	-7	-8	0	·	81*
Cc1cc(C)nc(N2CCCC(CCC(=O)NCc3ccc(F)c(F)c3)C2)n1 (stereo not drawn)	-15	·	6	·	·	-1	·
N#C[C@@H]1[C@@H](c2ccc(-c3ccccc3F)cc2)[C@H](CO)N1C(=O)C1CCC1	5	·	10	40	0	6	1
COc1ccc(OC)c(NC(=O)Cn2c(=O)n(CC3CCCO3)c(=O)c3cc(OC)c(OC)cc32)c1 (stereo not drawn)	0	-3	-8	·	0	0	2
CCO[C@@H]1OC(C(=O)Nc2ccccc2)=C[C@H](c2ccccc2)[C@H]1CCCO	3&-1	-2	-1	-4	0&0	3&2	-1
N#Cc1ccccc1NC(=O)COC(=O)CN1C(=O)C2CCCCC2C1=O (stereo not drawn)	-2	0	·	-2	-1	2	-6
CCc1ccc(S(=O)(=O)NCC(O)COc2ccc(OC)cc2)cc1 (stereo not drawn)	-4	5	·	·	1	-3	·
COCC(=O)N[C@@H]1C=C[C@@H](CC(=O)NCc2ccc(Cl)cc2)O[C@@H]1CO	7	·	-5	3	13	-2	1

Following part:
SMILES	ERp5 inh	miR-122 sensor	ARNT-TACC3 inh	Statin myotox sup	Cneo AK release	SIRT5 inh	esBAF inh
CN(C)c1ccc(/C=N/n2c(-c3ccccc3Br)n[nH]c2=S)cc1	-3	-13	2	1	3	2	-4
CO[C@@H]1CN(C)C(=O)c2ccc(NC(=O)c3cc(C)on3)cc2OC[C@@H](C)N(S(=O)(=O)c2ccccc2)C[C@H]1C	·	1[16.7 µM]	·	14	·	·	1
Cc1ccc2[nH]c3nc(N/N=C/c4cccc(O)c4)nnc3c2c1	0	9	22	6	-2	10	0
CCOC(=O)C[n+]1c(C)sc2ccc(OC)cc21	·	-6	-2	24	-4	·	-2
CCCS(=O)(=O)NC(=O)C1(C)CCCN(C(=O)c2cccc3ccccc23)C1 (stereo not drawn)	-10	-4	·	-1	3	-4	-8
COc1cccc(CNC(=O)C2CCN(S(=O)(=O)c3ccc4c(c3)C(C)(C)C(=O)N4C)CC2)c1	-10	3	·	-3	-2	-3	-6
C[C@@H]1CN([C@@H](C)CO)C(=O)c2cc(-c3ccccc3F)cnc2O[C@@H]1CN(C)C(=O)C1CCCCC1	3	8[16.7 µM]	1	15	-1	3	-19
c1ccc(CN2CCN(c3nc4ccccc4n4cnnc34)CC2)cc1	4	3	12	-32	-1	2	1
O=c1c(-c2ccccc2Cl)coc2c(CN3CCCCC3)c(O)ccc12	1	-6	-12	-2	0	-19	2
CCc1cccc(CC)c1-n1c(SCc2cc(=O)n3ccsc3n2)nnc1-c1cccnc1	·	1	34	-3	-3	·	-7
Cc1c(C(=O)N2CCOCC2)sc2nc(-c3ccccc3)cn12	·	-2	-9	-5	-2	·	?
CC[C@@]1(C(=O)OC)N[C@H](CN(C)S(=O)(=O)c2ccc(F)cc2)[C@@H]2C(=O)N(C)C(=O)[C@@H]21	5	·	-3	10	-1	-5	0
O=C(C[C@H]1C=C[C@H](NC(=O)C2CC2)[C@@H](CO)O1)NCc1ccncc1	3	·	8	-3	4	-4	-1
CCCC(=O)Nc1cc(-c2nc3ncccc3o2)ccc1Cl	-6	-1	-2	1	8	-1	4
CC(=O)Nc1ccc(S(=O)(=O)N2CCN(S(=O)(=O)c3ccc(F)c(F)c3F)CC2)cc1	0	-2	-7	-13	1	-4	-3
C[C@H]1CN([C@@H](C)CO)C(=O)c2cc(NC(=O)Nc3ccc4c(c3)OCO4)ccc2O[C@H]1CN(C)Cc1ccc(C(F)(F)F)cc1	2	-5[16.7 µM]	8	·	2	11	3
CCCNC(=O)N(C)C[C@@H]1Oc2ncc(-c3ccccc3F)cc2C(=O)N([C@H](C)CO)C[C@H]1C	1	9[16.7 µM]	-4	8	3	1	2
COc1ccc(-c2nc3cc(C)c(Br)c(C)n3c2Cc2cccc(F)c2)cc1OC	-4	17	·	12	-1	-1	2
CCOC(=O)C1=CN(Cc2ccco2)S(=O)(=O)NC1c1ccc(C(F)(F)F)cc1 (stereo not drawn)	2	-8	7	-15	1	4	3
CCc1nnc(NC(=O)c2cc(S(=O)(=O)N3CCN(CC)CC3)ccc2Cl)s1	·	-2	0	8	-1	·	-2
CSc1nncc(-c2ccc(F)cc2)n1	·	-6	0	12	-7	·	8
COc1ccc(C(=O)Nc2nc(-c3ccc([N+](=O)[O-])cc3)c(-c3ccccc3)s2)cc1	·	-13	-4	2	20	·	-8
N#CCCN(CCC#N)S(=O)(=O)c1ccc(C(=O)Nc2nc(-c3ccccc3)c(C(=O)c3ccccc3)s2)cc1	3	1	-10	·	-2	-1	·
CNC[C@@H]1Oc2cc(C#Cc3ccc(F)cc3)ccc2S(=O)(=O)N([C@@H](C)CO)C[C@H]1C	·	-5[16.7 µM]	11	4	4	-4	-1
Cc1nn(CC(=O)N2CCC(C)CC2)c(=O)c2nn(-c3ccccc3)c(C)c12	7	-6	-7	-6	2	0	3

3 compounds out of the list above, ordered by the number in miR-122 sensor, ascending:
| canonical_smiles | ERp5 inh | miR-122 sensor | ARNT-TACC3 inh | SIRT5 inh | esBAF inh |
| --- | --- | --- | --- | --- | --- |
| Cc1c(C(=O)N2CCOCC2)sc2nc(-c3ccccc3)cn12 | · | -2 | -9 | · | ? |
| CCCC(=O)Nc1cc(-c2nc3ncccc3o2)ccc1Cl | -6 | -1 | -2 | -1 | 4 |
| N#CCCN(CCC#N)S(=O)(=O)c1ccc(C(=O)Nc2nc(-c3ccccc3)c(C(=O)c3ccccc3)s2)cc1 | 3 | 1 | -10 | -1 | · |

Screening results from PubChem BioAssay.

The order is random. Share with any hit: about 4%.
